HEK293 tox = cytotoxic in the GLP-1 receptor inverse agonist counter-screen; AID 624418; HEK293 cAMP-luciferase reporter cells, luminescence, 24 h; 410,000 compounds, 0.13% hits; Potency, µM (doses to about 38.3 µM), inactives show at the highest dose activity change, negative = inhibition, most hits filed as inhibitors;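 note: loss of luciferase light is scored as toxicity; potency is the fitted concentration of half-maximal effect; % is set by controls: 0 for no effect and ±100 for the full control effect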
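Seeding density was 200 cells/uL; after overnight-length (12 h) culture, 23 nL compounds went on for 24 h at 37 °C. Readout used a luciferase detection reagent, luminescence taken after 12 min at room temperature.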
DRD3 antagonist = antagonists of human D3 dopamine receptor | P35462 | D3R cells, DiscoveRx beta-arrestin luminescence, antagonist mode; hits give low values | max response, negative = inhibition, % | 360,000 compounds, 2.5% hits; in the data active = max response below about -50%; inconclusive = no clear call, values can overlap the other calls; note: % is set by controls: 0 for no effect and ±100 for the full control effect; mostly tested at two doses, the higher about 12 µM
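Cells expressing the human receptor were seeded at 1500 cells/well, incubated overnight at 37 degrees C in 5% CO2, then exposed to library compounds with dopamine controls for 90 minutes at 37 degrees C before luminescent detection.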
PTHR1 agonist = agonists of human PTHR1 parathyroid hormone receptor; Q03431; HEK293 GP2 PTHR1 cells, GloSensor cAMP luminescence, 1 h; Potency, µM (highest dose often 115 µM), for the others: top-dose activation, most hits filed as activators; 410,000 compounds, 0.075% hits; note: potency is the fitted concentration of half-maximal effect; nearly all actives have a fitted effect of over 55% in size; some results filed as inactive show a strong effect at the top dose; inactives centre near -15; many of its hits are not listed in these tables
Target sequence (Q03431 whole entry, looked up): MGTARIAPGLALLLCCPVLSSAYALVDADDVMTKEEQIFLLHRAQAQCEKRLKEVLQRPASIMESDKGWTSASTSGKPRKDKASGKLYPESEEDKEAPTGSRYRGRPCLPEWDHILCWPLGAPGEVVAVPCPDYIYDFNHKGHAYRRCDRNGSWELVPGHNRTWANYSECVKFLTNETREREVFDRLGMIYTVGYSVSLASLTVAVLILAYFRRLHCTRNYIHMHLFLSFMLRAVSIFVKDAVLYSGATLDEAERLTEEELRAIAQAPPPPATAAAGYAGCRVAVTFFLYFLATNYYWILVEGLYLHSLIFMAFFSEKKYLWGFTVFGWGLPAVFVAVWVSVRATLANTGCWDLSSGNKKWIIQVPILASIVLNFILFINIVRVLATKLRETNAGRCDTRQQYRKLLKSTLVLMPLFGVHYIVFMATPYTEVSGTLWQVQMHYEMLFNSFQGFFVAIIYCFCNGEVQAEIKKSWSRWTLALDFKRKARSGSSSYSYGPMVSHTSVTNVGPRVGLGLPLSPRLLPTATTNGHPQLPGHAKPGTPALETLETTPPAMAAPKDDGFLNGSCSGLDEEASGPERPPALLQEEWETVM
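HEK-293-derived GP2 cells expressing PTHR1 and a GloSensor cAMP reporter, 3,000/well, plated overnight, given luciferin plus IBMX (each 0.5 mM as added) for 1 h at 37 °C, then compound for 1 h at 37 °C. Luminescence was read after 15 min at room temperature.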
aSyn yeast inh = inhibitors of alpha-synuclein toxicity in yeast. Yeast expressing alpha-synuclein, growth rescue, BacTiter-Glo, 24 h. 370,000 compounds, 0.14% hits. AID 652106. Potency, µM (series often up to 46.1 µM), without a hit: at the top dose growth rescue (activation), actives largely listed as activators; note: potency is the fitted concentration of half-maximal effect; % of control where 0% means no effect; nearly all actives have a fitted effect of over 65% in size
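Readout is rescue of growth in alpha-synuclein-expressing yeast, so inhibitors of toxicity appear as activators. Growth after 24 hr at 30 deg C in galactose medium is quantified by luminescence.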
TDP-43 yeast inh = inhibitors of TDP-43 toxicity in yeast | TDP-43 expressing yeast growth rescue, BacTiter-Glo, 24 h | Potency, µM (series often up to 46.1 µM), without a hit: at the top dose growth rescue (activation), actives largely listed as activators | 410,000 compounds, 1.8% hits | AID 652104; note: potency is the fitted concentration of half-maximal effect; % of control where 0% means no effect; nearly all actives have a fitted effect of over 50% in size
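Galactose-induced TDP-43 yeast, OD600=0.02, compound pinned; 24 hr, 30 deg C; BacTiter-Glo luminescence for growth. Inhibitors of TDP-43 toxicity read as activators.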
GLP1R ag = agonists of human GLP-1 receptor; P43220; HEK293 GLP-1R CRE-luciferase, luminescence, 4-6 h; cells express a hypersensitive GLP-1R form; Potency, µM (series often up to 45.6 µM), without a hit: top-dose activation, actives largely listed as activators; 380,000 compounds, 0.007% hits; AID 624172; note: potency is the fitted concentration of half-maximal effect; % of control where 0% means no effect
Target sequence (P43220 whole entry, looked up): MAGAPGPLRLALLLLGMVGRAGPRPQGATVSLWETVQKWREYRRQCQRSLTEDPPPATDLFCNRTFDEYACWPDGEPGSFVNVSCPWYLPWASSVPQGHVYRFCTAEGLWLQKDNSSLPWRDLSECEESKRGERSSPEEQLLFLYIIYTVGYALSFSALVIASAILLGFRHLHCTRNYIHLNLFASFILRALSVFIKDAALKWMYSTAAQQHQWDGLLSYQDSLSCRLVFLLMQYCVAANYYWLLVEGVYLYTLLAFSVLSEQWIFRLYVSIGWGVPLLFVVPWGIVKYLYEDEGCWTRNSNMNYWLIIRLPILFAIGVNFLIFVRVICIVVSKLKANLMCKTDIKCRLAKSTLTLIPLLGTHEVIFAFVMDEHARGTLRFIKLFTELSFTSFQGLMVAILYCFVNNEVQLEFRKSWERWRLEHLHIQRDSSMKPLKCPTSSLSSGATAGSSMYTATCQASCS
D3 ag = D3 dopamine receptor (human) agonism; D3R DiscoveRx beta-arrestin cells, luminescence, 90 min; max activation, %; 410,000 compounds, 0.58% hits; AID 652048; in the data active = max activation above about 30%; note: 0% is about no effect; mostly tested at two doses, the higher about 12 µM
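Agonist-mode cell screen: cells plated at 1500/well and incubated overnight at 37 °C, then exposed to library compounds for 90 min at 37 °C. Detection reagent was added for 30–60 min at room temperature, and luminescence was read.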
KB-V1 MDR tox = kills drug-selected multidrug resistant KB-V1 cells; AID 1347076; 400,000 compounds, 3.4% hits; Potency, µM (titrated, usually from 46.1 µM), inactives show top-dose activity change, negative = cytotoxicity, usual class: cytotoxic; KB-V1 MDR cells viability, CellTiter-Glo, 72 h; note: potency is the fitted concentration of half-maximal effect; % is set by controls: 0 for no effect and ±100 for the full control effect; nearly all actives have a fitted effect of over 60% in size
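Readout: CellTiter-Glo luminescence, 10 min after addition. Cells: KB-V1 MDR subline, 72 h at 37 degrees C with compound. Analysis: corrected, normalized data fitted to concentration-effect curves.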
GLP-1R inv ag = inverse agonists of human GLP-1 receptor; P43220; HEK293 GLP-1R CRE-luciferase, luminescence, 24 h; GLP-1R form is constitutively active; Potency, µM (doses to about 38.3 µM), for inactives: at the highest dose activity change, negative = inhibition, usual class: inhibitors; 410,000 compounds, 1.6% hits; note: potency is the fitted concentration of half-maximal effect; % is set by controls: 0 for no effect and ±100 for the full control effect; nearly all actives have a fitted effect of over 55% in size
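qHTS in 1536-well format: reporter HEK293 cells expressing constitutive GLP-1R activity in DMEM + 10% Nu serum, 24 hr with compounds at 37 deg C, luminescence read after 12 min with detection reagent.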
* = called active by the depositor; i = inactive; ? = inconclusive; nt = not tested or not shown; & = joins results of further samples; [ ] = remark or other dose. Unless noted, calls come from the whole dose curve; as a rule, active = well fitted curve in the direction sought with a large enough effect; inconclusive = small, poorly fitted or top-dose-only effect, or another doubt; inactive = no such curve, though single readings can be large; an effect the other way counts as inactive or inconclusive.

molecule	DRD3 antagonist	D3 ag	GLP-1R inv ag	PTHR1 agonist	aSyn yeast inh	TDP-43 yeast inh	GLP1R ag	HEK293 tox	KB-V1 MDR tox
CNc1nc(-c2cccc(C(=O)N(C)C)c2)cn2ccnc12	0.0	1.2	7.0%	4.3%	-7.5%	5.4%	1.5%	-6.6%	-4.1%
COc1cc(CO)ccc1Oc1nnnn1-c1ccc(C(N)=O)cc1	-13.6	17.5	0.2%	i	3.4%	-20.0%	6.7%	6.1%	?
CCCn1cnc2cc(NCc3cccs3)ccc21	-27.8	-8.4	6.9%	i	2.1%	5.7%	7.6%	-2.5%	-17.8%
COc1ccc(OC)c(S(=O)(=O)NCC(c2cccs2)N2CCc3ccccc3C2)c1 (stereo not drawn)	-26.6	-14.7	?	-14.0%	-3.5%	-7.0%	0.4%	9.4%	?
Clc1ccc(-c2nnc(-c3ccccc3)c(N3CCSCC3)n2)cc1	5.7	-2.7	?	-19.7%	-4.6%	?	-3.2%	-8.6%	-7.8%
CCOc1ccc(CCNC(=O)c2nn(C)c3c2CS(=O)(=O)c2ccccc2-3)cc1OCC	42.4	5.8	1.6%	-26.5%	6.9%	9.5%	-0.6%	-10.2%	?
Cc1[nH]c2ccccc2c1C(=O)CSc1nccc(=O)[nH]1	-11.9	-17.8	24.9%	-22.1%	-0.2%	-17.5%	-5.2%	-3.4%	?
Cc1cccc(C(=O)NC(C(=O)Nc2ccccc2N2CCOCC2)C(C)C)c1 (stereo not drawn)	-18.6	-5.4	9.9%	-3.1%	-3.2%	7.8%	-2.6%	-0.6%	-26.0%
COc1ccccc1-n1cnnc1SCC(=O)NC1CCS(=O)(=O)C1 (stereo not drawn)	6.0	-7.7	5.0%	-24.8%	0.9%	-18.9%	0.4%	-1.5%	6.9%
Cc1ccc(C(=O)NCC(=O)OCC(=O)Nc2cc(S(=O)(=O)N3CCOCC3)ccc2Cl)s1	4.6	2.3	3.7%	-7.3%	-1.4%	-11.3%	-0.1%	24.3%	26.0%
COc1cc(NC(=O)Cn2cnc(S(=O)(=O)N3CCCC3)c2)cc(OC)c1OC	13.2	4.3&4.2	13.2%&-2.7%	-24.9%	1.6%	1.5%&18.8%	-1.7%	1.8%&-1.1%	?
COc1ccc2cc3c(N)nn(C(=O)c4cccc([N+](=O)[O-])c4)c3nc2c1	-4.7	-4.7	-7.3%	-14.1%	-1.3%	-15.1%	-0.9%	5.1%	2.6%
Cc1cc(C)cc(NC(=S)NCCSc2ccc(Cl)cc2)c1	-6.7	-10.5	?	-16.7%	-5.5%	10.6%	4.2%	?	-27.3%
Cc1cccc(C(=O)NCc2nnc(SCC(=O)NC(C)c3ccccc3)n2C)c1 (stereo not drawn)	20.4	-1.8	-18.6%	-8.2%	0.2%	9.1%	-10.8%	5.1%[1.53 µM]	-3.2%
CCc1cccc(-n2nnc(-c3nsc(NC(=O)c4cccs4)n3)c2C)c1	nt	-3.5	1.5%	i	nt	7.9%	nt	-6.5%	nt
CCN1C(=O)c2ccc(C(=O)NCc3ccco3)cc2C1=O	12.7	0.2	7.0%	i	0.1%	16.7%	-0.9%	2.1%	1.9%
COc1ccc(NC(=O)CCCSc2nc(-c3ccco3)cc(C(F)(F)F)n2)cc1	nt	6.9	?	-11.7%	nt	?	nt	-10.3%	-22.1%
CCOCCCNC(=O)C1CCCN1C(=O)Nc1ccccc1[N+](=O)[O-] (stereo not drawn)	-10.3	-1.4	-0.9%	i	-0.6%	8.8%	1.5%	-11.9%	1.3%
COc1ccc(C(OC(=O)c2ccco2)C(=O)NC2CCCCC2)cc1 (stereo not drawn)	12.2	-6.6	14.2%	i	-17.5%	-0.7%	-5.3%	-13.6%	-3.0%
O=C(COc1ccc(C(=O)NCC2CCCO2)cc1)Nc1cccc(C(F)(F)F)c1 (stereo not drawn)	-14.4	-21.5	-23.0%	-64.9%[inhibitor]	-3.0%	8.0%	0.5%	10.6%	-5.0%
COC(=O)c1ccc(CN(Cc2ccc(OC)c(OC)c2)S(=O)(=O)c2cc(C(=O)Nc3cccc(C)c3)ccc2F)cc1	nt	10.0	-2.7%	i	nt	9.2%	nt	-10.3%	nt
CCCC(=O)N(c1ccc(F)cc1)C1C=CS(=O)(=O)C1 (stereo not drawn)	12.3	7.6	25.1%	-2.9%[57.5 µM]	-10.8%	-17.7%	-6.2%	5.0%	7.4%
CCCCn1c(N)c(N(CC(C)C)C(=O)c2ccc(N3C(=O)CCC3=O)cc2)c(=O)[nH]c1=O	17.4	1.1	4.9%	-13.4%	-0.4%	18.8%	0.2%	9.7%	-0.9%
COc1ccccc1NC(=O)N1CCCC(c2nc3c(nnn3Cc3ccc(C)cc3)c(=O)[nH]2)C1 (stereo not drawn)	?	1.4	0.0%	-21.5%	3.0%	-7.6%	-7.2%	-31.5%	-3.6%
O=C(c1cc(-c2ccccc2)on1)N1CCN(c2ccccc2)CC1	9.2	1.7	14.1%	-16.4%	6.8%	?	-1.6%	-6.3%	6.1%
Cc1cccc(C)c1NC(=O)CS(=O)CC(=O)NC1CCN(Cc2ccccc2)CC1 (stereo not drawn)	-18.5	-2.2	11.0%	-12.8%	-0.5%	8.1%	-10.2%	-3.2%	5.7%
Cc1cccc(Cn2cc(C(=O)c3ccccc3)c(=O)c3cc4c(cc32)OCO4)c1	nt	5.7	-5.7%	-15.5%	nt	35.5µM*	nt	-10.1%	-15.1%
NC(=O)c1ccc[n+](CCC[n+]2cccc(C(N)=O)c2)c1	4.3	1.6	11.0%	-25.0%	-4.7%	3.4%	2.2%	0.7%	8.8%
COc1ccc(NC(=O)COc2cccnc2[N+](=O)[O-])cc1OC	7.6	0.2	10.0%[7.66 µM]	i	6.9%	?	0.3%	1.7%[7.66 µM]	3.5%
O=C(Nc1ccccc1C(=O)Nc1ccccn1)c1ccc([N+](=O)[O-])cc1	-1.1	6.0	14.7%	-19.0%	-2.5%	18.8%	-5.1%	21.2%	-11.3%

Next section:
molecule	DRD3 antagonist	D3 ag	GLP-1R inv ag	PTHR1 agonist	aSyn yeast inh	TDP-43 yeast inh	GLP1R ag	HEK293 tox	KB-V1 MDR tox
O=C1CN(C(=O)c2ccc(Cl)cc2Cl)C(c2ccc(F)cc2)c2cc(F)ccc2N1 (stereo not drawn)	nt	8.4	?	-1.7%	nt	?	nt	0.1%	12.3%
Cc1nn(C)cc1CN1CCCC(C(=O)c2ccc(-c3ccccc3)c(F)c2)C1 (stereo not drawn)	-12.8	0.4	?	i	1.9%	-26.4%	11.6%	-7.1%	?
CC1(N2CCCCC2)CC2(O)C(=[N+]1[O-])CCC/C2=N\O (stereo not drawn)	16.1	-4.1	3.5%	-2.9%	-3.6%	-13.0%	-7.3%	-1.2%	14.4%
O=C(Cn1cc(S(=O)(=O)N2CCN(c3ccccc3F)CC2)c2ccccc2c1=O)NCCCN1CCCCCC1	?	-15.7	?	i	-7.6%	-14.7%	22.4%	?	8.1%
CCCCNC(=O)C1C(c2ccccc2)=Nc2ccccc2N1C(=O)c1ccc(C)cc1 (stereo not drawn)	4.7	-6.7	?	-33.0%[inhibitor]	4.4%	?	nt	-11.6%	?
CCN(CC(=O)N(CC(C)C)c1c(N)n(CC(C)C)c(=O)[nH]c1=O)Cc1nc2ccccc2c(=O)[nH]1	10.9	1.4	2.1%	?	6.2%	17.0%	-0.7%	-21.0%	0.0%
Cc1noc(C)c1COc1ccc(C(=O)N2CCN(S(=O)(=O)c3ccccc3)CC2)cc1	22.1	1.7	-29.8%	-29.2%	-0.5%	-0.1%	14.8%	-9.5%	-19.1%
CCN(CC)c1ccc(S(=O)(=O)N2CCOCC2)cc1NC(=O)CSc1nncs1	-6.9	-20.6	25.5%	i	-4.8%	-11.6%	6.8%	1.0%	-1.1%
Cc1ccc(CSc2nnc(SCC(=O)N/N=C/c3c[nH]c4ccccc34)s2)cc1	3.6	2.4	-13.0%[0.307 µM]	-22.5%	-5.0%	?	0.9%	-1.1%[0.307 µM]	-1.6%
CCN(CC)CCCN(Cc1cc2cc3c(cc2[nH]c1=O)OCCO3)C(=O)Nc1ccc(F)cc1	-6.3	0.1	-23.7%	i	-0.1%	-3.9%	4.0%	-21.7%	23.1%
O=P(c1ccc2c(c1)OCCO2)(N1CCOCC1)N1CCOCC1	?	-3.2	3.8%	-17.8%	-4.4%	-9.5%	4.1%	-6.5%	13.8%
O=c1c2ccccc2c(=O)n(Cc2ccccc2)n1Cc1ccccc1	0.0	8.7	?	i	-5.1%	0.0%	-2.3%	3.7%	?
COc1cc(OC)c(C2C=CC(=O)CC2)c(OC)c1 (stereo not drawn)	27.9	7.1	0.5%	-6.1%	11.2%	?	1.2%	-11.1%	-18.4%
O=C(NC1(C(=O)NC2CCCC2)CCCCC1)c1ccc2c(c1)OCO2	-10.4	-1.0	-13.8%	i	-3.6%	-9.6%	4.9%	0.4%	-15.0%
O=C(/C=C/c1ccc(Br)o1)Nc1nccs1	2.8	-2.6	15.7%	i	0.1%	-1.5%	-1.2%	3.9%	3.0%
CCSc1ncc(C)cc1[N+](=O)[O-]	-1.4	-3.2	79.7%[activator]	?	0.8%	-8.8%	20.1%	78.6%[activator]	2.1%
O=C(CNC(=O)c1ccc(Br)cc1)OC1CCOC1=O (stereo not drawn)	-23.1	-2.8	4.7%	-25.5%	-11.8%	-4.5%	2.5%	8.0%	19.1%

Assay outcomes deposited in PubChem by National Center for Advancing Translational Sciences (NCATS).

This is a subset. The share of hits here may be higher or lower than overall.
